# Screening data deposited in PubChem BioAssay by National Center for Advancing Translational Sciences (NCATS).
# Pol eta inh: qHTS for Inhibitors of Polymerase Eta. DNA polymerase eta (Homo sapiens), Q9Y253. recombinant Pol eta, fluorescent DNA replication assay. Potency, µM (highest dose often 114 µM), for the others: at the highest dose activity change, negative = inhibition, usual class: inhibitors. 390,000 tested, 1.2% active; further: potency means the concentration at half of the fitted maximal effect; on the % scale 0 is the no-effect control and ±100 the full control effect
#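 Pol eta (10 nM) was preincubated with compounds for 15 min at room temperature, after which fluorescent replication substrate (50 nM final) was added to start the reaction. Fluorescence was read kinetically at 0 and 10 min.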
# RGS4 inhibitor: Inhibitors of Regulator of G Protein Signaling (RGS) 4: qHTS; Regulator of G-protein signaling 4 (Homo sapiens), P49798; Transcreener GDP fluorescence polarization, RGS4-accelerated GTP hydrolysis; Potency, µM (series often up to 114 µM), for inactives: at the top dose activity change, negative = inhibition, most hits filed as inhibitors; 390,000 tested, 0.039% active; further: potency means the concentration at half of the fitted maximal effect; on the % scale 0 is the no-effect control and ±100 the full control effect; nearly all actives have a fitted effect of over 75% in size; some results filed as inactive show a strong effect at the top dose
# Target sequence (P49798 whole entry, looked up): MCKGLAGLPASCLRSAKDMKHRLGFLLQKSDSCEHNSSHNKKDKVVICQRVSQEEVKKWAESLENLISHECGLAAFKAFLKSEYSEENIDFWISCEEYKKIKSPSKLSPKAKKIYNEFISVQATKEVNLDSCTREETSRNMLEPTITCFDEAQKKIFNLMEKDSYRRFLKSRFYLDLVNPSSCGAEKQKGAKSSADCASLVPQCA
#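 MLSMR compounds (23 nl, pin-transferred) preincubated 10 min at room temperature with a 500nM (2x) first reagent, then RGS4 at 900nM (2x) plus Transcreener GDP mix added; fluorescence polarization (620/688 nm) read before and after 90 min at 30 °C.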
# 12-LOX inh: Primary qHTS assay for inhibitors of human arachidonate 12S-lipoxygenase (ALOX12): Round 2. Polyunsaturated fatty acid lipoxygenase ALOX12 (Homo sapiens), P18054. 580,000 tested, 1.1% active. purified 12hLO, xylenol orange hydroperoxide absorbance. Potency, µM (doses to about 108 µM), for the others: at the highest dose activity change, negative = inhibition, most hits filed as inhibitors; further: potency means the concentration at half of the fitted maximal effect; on the % scale 0 is the no-effect control and ±100 the full control effect
# Target sequence (P18054 whole entry, looked up): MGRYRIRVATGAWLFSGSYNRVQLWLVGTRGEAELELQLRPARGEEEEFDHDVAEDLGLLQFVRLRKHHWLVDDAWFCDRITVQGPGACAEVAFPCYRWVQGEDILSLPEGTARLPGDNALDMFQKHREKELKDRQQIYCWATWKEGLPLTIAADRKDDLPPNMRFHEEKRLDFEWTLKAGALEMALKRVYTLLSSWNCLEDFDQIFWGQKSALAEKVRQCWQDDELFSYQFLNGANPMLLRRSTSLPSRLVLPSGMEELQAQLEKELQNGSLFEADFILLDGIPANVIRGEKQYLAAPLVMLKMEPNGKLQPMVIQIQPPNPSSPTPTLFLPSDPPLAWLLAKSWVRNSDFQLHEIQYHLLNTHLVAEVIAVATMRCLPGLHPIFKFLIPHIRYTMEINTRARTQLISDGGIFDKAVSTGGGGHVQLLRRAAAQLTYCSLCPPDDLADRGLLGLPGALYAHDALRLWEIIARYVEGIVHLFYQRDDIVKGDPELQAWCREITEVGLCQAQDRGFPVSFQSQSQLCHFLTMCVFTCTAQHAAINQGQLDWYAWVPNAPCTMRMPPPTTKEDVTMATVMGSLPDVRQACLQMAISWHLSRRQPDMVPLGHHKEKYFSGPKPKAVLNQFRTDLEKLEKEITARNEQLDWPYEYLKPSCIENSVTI
#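 Hydroperoxide product was detected by ferrous iron/xylenol orange as the 573 to 405 nm absorbance ratio. Arachidonic acid at 40 uM (final) was turned over for 30 min at room temperature by 150 nM human 12hLO, pH 7.0 Hepes buffer, after 15 min compound preincubation.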
# LDHA inh: qHTS assay for inhibitors of human lactate dehydrogenase | L-lactate dehydrogenase A chain (Homo sapiens), P00338 | purified LDHA, NADH/diaphorase-resazurin fluorescence; hits give low values | activity change, % (values are at about 110 or 230 µM) | 480,000 tested, 0.15% active | AID 1347041, 2019; in the data active means activity change below about -30%; inconclusive means mostly about -25% to -30%;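 further: plate controls were DMSO wells for no effect and wells without enzyme for full effect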
#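 LDH5 2 nM; NADH 0.06 mM, pyruvate 0.2 mM; 200 mM Tris pH 7.4, EDTA, Tween-20; 5 min RT. Detection: diaphorase 0.133 mg/mL + resazurin 37 µM, fluorescence ex540/em590 at 0 and 20 min; normalized to enzyme-free and DMSO wells.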
# POLK inh: qHTS for Inhibitors of Polymerase Kappa; purified Pol kappa, fluorescent DNA synthesis assay, 10 min; Potency, µM (highest dose often 107 µM), for the others: top-dose activity, negative = inhibition, usual class: inhibitors; 400,000 tested, 0.53% active; AID 588579, 2011; further: potency means the concentration at half of the fitted maximal effect; on the % scale 0 is the no-effect control and ±100 the full control effect
#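 Here, compound and 10 nM enzyme are combined for 15 min at room temperature; adding 50 nM substrate (final) starts DNA synthesis, tracked by fluorescence at 0 and 10 min against buffer-only wells.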
# Apoferritin bind: qHTS Assay for Identification of Novel General Anesthetics; 350,000 tested, 0.074% active; Ferritin light chain (Equus caballus), P02791; AID 485281, 2010; apoferritin/1-aminoanthracene competitive binding, fluorescence; Potency, µM (highest dose often 77.5 µM), for inactives: top-dose activity change, negative = displacement, actives largely listed as inhibitors; further: potency means the concentration at half of the fitted maximal effect; on the % scale 0 is the no-effect control and ±100 the full control effect; nearly all actives have a fitted effect of over 20% in size
# Target sequence (P02791 2-175 limits assumed): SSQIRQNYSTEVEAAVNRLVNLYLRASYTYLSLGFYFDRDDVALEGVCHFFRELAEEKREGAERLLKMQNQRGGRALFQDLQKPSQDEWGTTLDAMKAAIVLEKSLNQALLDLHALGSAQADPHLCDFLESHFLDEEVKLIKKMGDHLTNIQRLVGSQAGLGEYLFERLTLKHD
#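 Horse-spleen apoferritin (10 uM) was mixed with 50% saturated 1-aminoanthracene in PBS, exposed to compounds for 10 min at room temperature, and read for fluorescence (ex 380 nm, em 535 nm). Competitive displacement was fitted with a four-parameter Hill equation.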
# APE1 inh: qHTS Assay for Inhibitors of the Human Apurinic/apyrimidinic Endonuclease 1 (APE1) | DNA repair nuclease/redox regulator APEX1 (Homo sapiens), P27695 | recombinant APE1, TAMRA/BHQ-2 abasic DNA cleavage fluorescence | Potency, µM (series often up to 65.8 µM), without a hit: at the top dose activity change, negative = inhibition, actives largely listed as inhibitors | 350,000 tested, 0.35% active | AID 2517, 2012;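 further: potency means the concentration at half of the fitted maximal effect; plate controls were vehicle for no effect and reference inhibitor for full effect; nearly all actives have a fitted effect of over 55% in size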
#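 APE1 at 0.75 nM final was preincubated with compound 15 min at room temperature, then 50 nM double-stranded THF abasic-site substrate (5'-TAMRA/3'-BHQ-2) was added. Fluorescence (ex 525/em 598 nm) was read kinetically; third-minus-first read gave activity.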
# ERG Ets-DNA blk: qHTS for Small Molecule Inhibitors of the ERG Ets/DNA interaction; Potency, µM (series often up to 76.9 µM), for the others: top-dose FP activity, negative = inhibition, usual class: inhibitors; fluorescence polarization, His-ERG Ets domain / labelled DNA; 370,000 tested, 0.028% active; Transcriptional regulator ERG (Homo sapiens), P11308; active means well fitted inhibition curve with a large enough effect in the polarisation, with a control signal flat; inconclusive means small, poorly fitted or top-dose-only effect, or effect the other way, or a change in a side signal; inactive means no such curve, though single readings can be large or run the other way; the % refers to the polarisation;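 further: polarization taken with two DNA probes labelled with fluorescein and Texas red; potency means the concentration at half of the fitted maximal effect; % of control where 0% means no effect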
#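 His-tagged ERG Ets domain (1 uM in the protein solution; 300mM KCl, 50mM Tris-HCl, 1mM EDTA, 1mM DTT, pH 7.5) received compound, then a probe mix of 5 nM fluorescein-DNA and 100nM Texas-615-DNA. Fluorescence polarization was read for both dyes.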
# Pol beta inh: qHTS Assay for Inhibitors of DNA Polymerase Beta | P06746 | Pol beta primer extension/strand displacement, fluorescence kinetic | Potency, µM (top dose mostly 114 µM), without a hit: at the top dose activity change, negative = inhibition, actives largely listed as inhibitors | 340,000 tested, 1.3% active | AID 485314, 2010; further: potency means the concentration at half of the fitted maximal effect; on the % scale 0 is the no-effect control and ±100 the full control effect
#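 Values derive from four-parameter Hill fits of normalized kinetic data: reads at 0 and 10 min following addition of 50 nM substrate to 10 nM Pol beta preincubated 15 min with compound.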
# The depositor's hits bear a star; ? = inconclusive; / = no result given; [ ] = dose if it differs, or a comment. Unless noted, the call rests on the fitted dose curve; in most records, active means well fitted curve in the direction sought with a large enough effect; inconclusive means small, poorly fitted or top-dose-only effect, or another doubt; inactive means no such curve, though single readings can be large; an effect the other way counts as inactive or inconclusive.
Structure	Pol eta inh	RGS4 inhibitor	12-LOX inh	LDHA inh	POLK inh	Apoferritin bind	APE1 inh	ERG Ets-DNA blk	Pol beta inh
CC(=O)C1=C(O)C(=O)N(c2ccc(Br)cc2)C1c1ccc(Cl)cc1 (stereo not given)	3%	-5%	?	-2	-7%	-8%	12%	2%	19%
CC(C)(C)NC(=O)NC(=O)CSc1cccc(C(F)(F)F)c1	-17%	6%	0%	2	6%	-20%	-8%	-4%	11%
O=C(Nc1cccc(F)c1)c1ccc2oc(=O)n(Cc3ccccc3)c2c1	-20%	8%	-4%	-14	-9%[60.1 µM]	8%	/	0%	8%
O=C(CCC(=O)N1CCOc2ccc(Cl)cc21)NCCCN1CCOCC1	-17%	-27%	3%	-5	8%	-16%	23%	-17%	3%
Cc1csc(SCc2nnc(-c3ccccc3Br)o2)n1	-2%	5%	26%	3	-23%	?	-2%	/	2%
O=C(CN1CCNCC1)Nc1ccccc1Cl	-4%	-17%	32%[activator]	-4	2%	-15%	3%	-10%	2%
Oc1nc(Nc2ccc(Cl)cc2Cl)sc1/C=C1\C=Nc2ccccc21	14µM*	-11%	?	-2	-26%	-9%	-3%	15%	?
CCO[C@H]1OC(C(=O)N2CCN(Cc3ccc4c(c3)OCO4)CC2)=C[C@@H](c2cn(C(C)=O)c3ccccc23)[C@@H]1CCCO	-18%	-3%	?	8	-16%	1%	10%	3%	17%
O=C(O)C1C2CCC(O2)C1C(=O)Nc1ccccc1Br (stereo not given)	-21%	-11%	72%	-5	-6%	-12%	3%	-1%	-3%
CCOc1cc(C#N)c(NC(=O)Cn2nnc3ccccc32)cc1OCC	-3%	-52%	0%	-9	-8%	-5%	-2%	-6%	6%
NC(=O)COc1cc2oc(=O)c3c(c2cc1Cl)CCCC3	?	6%	0%	0	9%	-10%	-6%	0%	16%
CCOC(=O)N1CCN(C(=O)CSc2nnc(-c3cccc(OC)c3)o2)CC1	-16%	-62%[11.4 µM]	0%	-6	-7%	-14%	-1%	1%	36%

# Nothing new here: an excerpt of the list.
Structure	Pol eta inh	RGS4 inhibitor	12-LOX inh	LDHA inh	POLK inh	Apoferritin bind	APE1 inh	ERG Ets-DNA blk	Pol beta inh
O=C(CCC(=O)N1CCOc2ccc(Cl)cc21)NCCCN1CCOCC1	-17%	-27%	3%	-5	8%	-16%	23%	-17%	3%
Cc1csc(SCc2nnc(-c3ccccc3Br)o2)n1	-2%	5%	26%	3	-23%	?	-2%	/	2%
O=C(CN1CCNCC1)Nc1ccccc1Cl	-4%	-17%	32%[activator]	-4	2%	-15%	3%	-10%	2%
Oc1nc(Nc2ccc(Cl)cc2Cl)sc1/C=C1\C=Nc2ccccc21	14µM*	-11%	?	-2	-26%	-9%	-3%	15%	?
CCO[C@H]1OC(C(=O)N2CCN(Cc3ccc4c(c3)OCO4)CC2)=C[C@@H](c2cn(C(C)=O)c3ccccc23)[C@@H]1CCCO	-18%	-3%	?	8	-16%	1%	10%	3%	17%
O=C(O)C1C2CCC(O2)C1C(=O)Nc1ccccc1Br (stereo not given)	-21%	-11%	72%	-5	-6%	-12%	3%	-1%	-3%
CCOc1cc(C#N)c(NC(=O)Cn2nnc3ccccc32)cc1OCC	-3%	-52%	0%	-9	-8%	-5%	-2%	-6%	6%
NC(=O)COc1cc2oc(=O)c3c(c2cc1Cl)CCCC3	?	6%	0%	0	9%	-10%	-6%	0%	16%

# Next compounds:
Structure	Pol eta inh	RGS4 inhibitor	12-LOX inh	LDHA inh	POLK inh	Apoferritin bind	APE1 inh	ERG Ets-DNA blk	Pol beta inh
CSCCCN1CCCC(CO)(Cc2ccc(F)cc2)C1 (stereo not given)	-11%	5%	9%	-2	-9%	2%	11%	14%	-9%
CC1CCCCC1NC(=O)C1CC(=O)N(Cc2ccccc2)C1 (stereo not given)	-16%	17%	/	-11	-3%	-2%	11%	7%	31%
CCOC(=O)CNc1ncc([N+](=O)[O-])cc1C#N	-13%	-7%	-21%	0	-2%	-1%	-2%	-7%	-1%
COc1ccc(S(=O)(=O)N2CCOCC2)cc1NC(=O)CCNC(=O)c1ccc(Cl)cc1	-10%	-7%	-27%	1	-6%	/	-20%	-2%	/
O=C(O)CCSCCC(=O)O	-1%	9%	-28%	-8	-6%	7%	?	6%	11%
O=C(NCCc1cccc(Cl)c1)c1ccc(Cl)c([N+](=O)[O-])c1	-16%	-37%	-7%	-1	-9%	-18%	7%	3%	79%
O=C(CSc1nc(-c2ccccc2)cc(C(F)(F)F)n1)NCCN1CCOCC1	6%	22%	5%	0	-6%	-6%	2%	5%	-12%
O=C(NCc1ccc(F)cc1)C1CCN(S(=O)(=O)N2CCOCC2)CC1	1%	-20%	-1%	-4	3%	0%	1%	-14%	0%
O=C1Nc2ccccc2C(=O)N2[C@H](c3ccccc3)[C@@H]3C(=O)N(Cc4ccccc4)C(=O)[C@@H]3[C@H]12	-12%	-48%	?	1	-1%	-20%	1%	2%	63%
Cc1ccccc1Nc1nc(N)nc(CN(C)c2ccccc2)n1	-3%	-30%	0%	4	-11%	-19%	-1%	8%	2%
COC(=O)c1c(C)oc(C)c1S(=O)(=O)NC(c1ccccc1)c1ccccc1	-8%	4%	6%	1	-9%	-11%	-3%	2%	16%
COc1ccc(N2CCN(C(=O)Cc3ccc(Br)cc3)CC2)cc1	2%	-19%	-26%	1	-2%	-4%	-8%	-7%	-5%
O=C(NCc1cccs1)c1ccc2c(c1)sc1nc(-c3ccc(F)cc3)cn12	19%	14%	-8%	0	-7%	-2%	/	-5%	0%
CCOC(=O)c1ccc(OCc2c(C)noc2C)cc1	0%	-13%	0%	-10	2%	-7%	3%	3%	-2%
COc1ccccc1-c1nnc2sc(-c3cc4ccccc4o3)nn12	-10%	24%	0%	-7	-1%	-19%	-2%	0%	4%
COc1ccc(-c2ccc(C(=S)N3CCN(C(C)=O)CC3)o2)cc1	-12%	?	14µM*	1	-10%	?	-3%	/	35%
CCCN(CCC)S(=O)(=O)c1ccc(C(=O)Nc2ccc(OCC(=O)N3CCOCC3)cc2)cc1	-11%	-8%	0%	0	-8%	?	-3%	20%	-23%
CC(=O)c1sc(Nc2ccc(C)cc2)nc1C	-5%	8%	1%	-8	6%	-3%	-2%	4%	1%
COc1ccccc1NC(=O)CSc1nnc(-c2ccoc2C)n1CCc1ccccc1	-19%	2%[11.4 µM]	?	-6	-5%	-23%	2%	-9%	-2%
CCOc1cc(NC(=S)NCCCN2CCOCC2)c(OCC)cc1NC(=O)c1cccc(C)c1	-19%	-26%	-2%	4	-3%	-8%	-1%	-1%	-30%
Cc1cccc(CN2CCCC(C(=O)Nc3ccc(-c4cscn4)cc3)C2)c1 (stereo not given)	-15%	?	8%	-1	-14%	-16%	-3%	-7%	-20%
Cc1ccc(NC(=O)[C@H](C)NC(=O)C2CCN(C(=O)[C@@H](N)CC(C)C)CC2)cc1	-4%	-3%	?	-1	3%	-5%	2%	-6%	2%
CCOCCn1c(SCc2ccc(F)cc2)nc2c1c(=O)[nH]c(=O)n2C	-5%	-5%	31%	-2	10%	-13%	12%	-14%	28%
CCOC(=O)c1c(C)c(C(=O)NCCOC)c(C)n1CC	11%	1%	-10%	-1	-2%	2%	1%	-9%	20%
CCOc1ccc(CCNC(=O)c2ccc(C)c(S(=O)(=O)N3CCOCC3)c2)cc1OCC	-4%	-14%	9%	-7	-7%	/	/	10%[15.4 µM]	/
CS(=O)(=O)N1CCN(c2ccc(C(=O)NC34CC5CC(CC(C5)C3)C4)cc2[N+](=O)[O-])CC1	-3%	?	-14%	-10	-4%	-11%	15%	4%	13%
CCOCC(=O)N1CCCC(C(=O)OCC)C1 (stereo not given)	-15%	8%	123%[activator]	-10	-2%	-4%	4%	-10%	-1%
Cc1ccc(OCC(=O)Nc2ccc(-c3nc4ncccc4o3)cc2)c(C)c1	?	-1%	?	0	2%	-3%	0%	-9%	?
O=C(CSc1nncn1-c1ccccn1)Nc1ccccc1Cl	-3%	5%	70%[activator]	0	-6%	-2%	2%	15%	-1%

# Only part of the results is shown; the hit share may differ from the screen's.
